# From PubChem BioAssay
# proCasp7 act = activates human procaspase-7, counter-screen for procaspase-3 activators; P55210; recombinant procaspase-7, Ac-DEVD-pNA absorbance 405 nm; D23A/D198A/D206A triple mutant, cannot self-cleave; scale: DMSO 0, 5 µM enzyme 100; activation, % at 8.5 µM; actives 0.093% (n = 330,000);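 active = percent activation above the screen-wide mean plus 3 SD, cut at about 25% in these data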
# Target sequence (P55210 whole entry D23A/D198A/D206A): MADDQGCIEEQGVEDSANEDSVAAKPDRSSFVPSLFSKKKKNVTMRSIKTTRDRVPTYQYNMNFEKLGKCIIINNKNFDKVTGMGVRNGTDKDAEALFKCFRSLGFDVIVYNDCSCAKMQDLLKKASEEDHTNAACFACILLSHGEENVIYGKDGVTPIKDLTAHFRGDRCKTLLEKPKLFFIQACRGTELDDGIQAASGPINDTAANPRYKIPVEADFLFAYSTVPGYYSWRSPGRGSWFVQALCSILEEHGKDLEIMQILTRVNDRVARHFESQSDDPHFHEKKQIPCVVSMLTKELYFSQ
#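 Assay system: Uncleavable procaspase-7 mutant enzyme; Input: 2 µM procaspase-7 mutant as dispensed; Also added: DEVD-pNA substrate; Medium: Zinc-free HEPES pH 7.4 with 300 mM NaCl, 0.01% Triton X-100; Timing: 1 h compound preincubation, 2 h substrate cleavage, 25 °C; Measured by: Epi-absorbance of released pNA at 405 nm, two timepoints.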
# procasp3 activ = activates human procaspase-3; recombinant procaspase-3 D3A, Ac-DEVD-pNA absorbance 405 nm; actives 0.11% (n = 330,000); AID 463141; P42574; activation, % at 8.5 µM;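 active = activation above the mean of all tested compounds plus 3 SD, cut at about 21% in these data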;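 also: 0% = DMSO alone and 100% = DMSO wells spiked with extra 5 µM PC-3 D3A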
# Target sequence (P42574 whole entry D9A/D28A/D175A): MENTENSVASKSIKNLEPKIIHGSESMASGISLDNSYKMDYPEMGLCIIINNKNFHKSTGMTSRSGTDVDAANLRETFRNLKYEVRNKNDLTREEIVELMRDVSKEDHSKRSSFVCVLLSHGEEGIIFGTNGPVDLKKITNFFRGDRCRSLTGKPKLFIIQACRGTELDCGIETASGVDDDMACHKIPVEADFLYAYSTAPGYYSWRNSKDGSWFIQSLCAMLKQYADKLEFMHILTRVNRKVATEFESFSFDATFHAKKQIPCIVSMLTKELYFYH
#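 System: Procaspase-3 D3A mutant. Medium: Zinc-free 300 mM NaCl, 50 mM HEPES, 0.01% Triton X-100. Schedule: 1 h preincubation plus 2 h reaction at 25 °C. Measured by: 405 nm absorbance of p-nitroaniline, reads at 0 and 120 min. Read-out: percent activation relative to control range.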
# PAFAH2 FP inh = PAFAH2 (human) inhibition. recombinant PAFAH2, FP-rhodamine activity probe, fluorescence polarization. actives 0.99% (n = 340,000). AID 492956. Q99487. inhibition, % at 3.39 µM;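 active = inhibition above the mean over all tested compounds plus 3 SD, cut at about 30% in these data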;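 also: inhibitors block probe labeling of enzyme so polarization drops; 0% = enzyme with DMSO and 100% = wells lacking PAFAH2 protein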
# PP5 primary = PP5 (human) phosphatase inhibition | actives 0.18% (n = 320,000) | inhibition, % at 6.7 µM | AID 1987 | purified PP5c, OMFP substrate fluorescence | P53041;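 active = inhibition above the campaign's mean inhibition across all tested compounds plus 3 SD, cut at about 9.5% in these data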;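 also: 0% = DMSO only and 100% = 100 µM cantharidin control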
# Target sequence (P53041 whole entry, looked up): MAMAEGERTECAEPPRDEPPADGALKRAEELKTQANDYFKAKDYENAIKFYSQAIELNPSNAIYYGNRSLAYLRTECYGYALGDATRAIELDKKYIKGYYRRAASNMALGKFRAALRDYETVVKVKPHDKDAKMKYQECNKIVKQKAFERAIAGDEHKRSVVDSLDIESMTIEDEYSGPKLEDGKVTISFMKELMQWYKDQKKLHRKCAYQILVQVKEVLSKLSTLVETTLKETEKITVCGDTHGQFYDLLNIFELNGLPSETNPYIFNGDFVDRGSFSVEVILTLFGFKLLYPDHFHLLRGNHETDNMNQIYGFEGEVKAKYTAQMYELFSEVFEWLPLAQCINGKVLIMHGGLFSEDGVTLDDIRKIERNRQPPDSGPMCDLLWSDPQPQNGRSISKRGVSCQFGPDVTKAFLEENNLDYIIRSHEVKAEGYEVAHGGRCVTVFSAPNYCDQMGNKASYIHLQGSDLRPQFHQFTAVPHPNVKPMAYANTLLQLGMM
# PP1 inh = counter-screen for PP5 inhibitors: inhibitors of human PP1-alpha | P62136 | purified PP1alpha, OMFP fluorescence | inhibition, % at 6.7 µM | actives 0.9% (n = 320,000) | AID 2235;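 active = inhibition above the mean inhibition of all tested compounds plus 3 SD, computed separately for each screening campaign, cut at about 15% in these data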
# HCV core dimer = blocks dimerization of HCV core protein | TR-FRET GST/Flag-core106 dimerization, 1536-well | inhibition, % at 5 µM | actives 0.33% (n = 300,000);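 active = inhibition above the mean of all tested compounds plus 3 SD, set per screening campaign, cut at about 45% in these data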
#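 System: GST-tagged and Flag-tagged HCV core protein residues 1-106 / Input: core106 proteins, GST 13.5 nM and Flag 17 nM / Buffer or medium: KF-containing HEPES buffer, pH 7.45, DTT, CHAPS, BSA / Probe or stimulus: Eu-anti-GST and XL665-anti-Flag labelled anti-tag antibodies / Schedule: 4 h, 22.5 °C incubation / Technique: TR-FRET 671 and 617 nm emission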
# CTSL1 counter = cathepsin L1 inhibition, PFM18AAP counter-screen | inhibition, % at 5.96 µM | AID 1906 | actives 0.49% (n = 300,000) | recombinant F. hepatica cathepsin L1, Z-Leu-Arg-MCA fluorescence;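 active = inhibition above the mean of all tested compounds plus 3 SD, set per screening campaign, cut at about 17% in these data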;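 also: 0% = plate median of test compound wells and 100% = 1 µM Z-Phe-Ala-diazomethylketone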
# TPT1 inhibitor = C. albicans TPT1 enzyme inhibition. recombinant caTPT1, FP RNA substrate dephosphorylation. inhibition, % at 5 µM. actives 0.81% (n = 300,000);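 active = inhibition above the mean of all tested compounds plus 3 SD, set per screening campaign, cut at about 24% in these data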;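 also: plate controls were DMSO alone for no effect and ferristatin control at 100 nM for full effect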
# AHR activator = activators of human aryl hydrocarbon receptor; AHR-responsive luciferase reporter cells, luminescence; activation, % at 5 µM; actives 2.5% (n = 320,000); in the data active = activation above about 47%;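 also: 0% = vehicle wells and 100% = reference agonist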
# * = called active by the depositor; . = not tested or not shown.
SMILES,proCasp7 act,procasp3 activ,PAFAH2 FP inh,PP5 primary,PP1 inh,HCV core dimer,CTSL1 counter,TPT1 inhibitor,AHR activator
CC1CN(c2oc(-c3ccccc3Cl)nc2C#N)CC(C)O1 (stereo unspecified),4,1,3,0.1,0,-6,0,-8,5
CN(C)c1ccc(NC(=O)COC(=O)c2cc(Cl)ccc2[N+](=O)[O-])cc1,-3,-11,13,3.6,5,-11,0,1,1
CCCOc1ccc(C(CC(=O)O)NC(=O)C(c2ccccc2)c2ccccc2)cc1 (stereo unspecified),4,9,1,0.9,-7,.,.,.,0
O=C(CN1C(=O)NC2(CCCC2)C1=O)NNC(=O)c1ccc(Cl)cc1,-2,9,-3,-2.1,-1,.,.,.,1
CCOC(=O)NC(=O)/C(C#N)=C(/C)N(C)C,1,1,9,0.5,-2,-6,-4,-4,0
C/C(CC(=O)NCc1ccc(Cl)cc1)=N\NC(=O)COc1ccc(C)cc1Br,5,2,19,-0.4,1,8,-1,-1,4
O=C1NC(=Nc2cccc(Cl)c2)SC1Cc1cccc(Cl)c1Cl (stereo unspecified),5,3,1,1.3,-1,8,-1,0,2
COc1ccc(C(CCNCc2ccc(F)cc2)c2ccc(F)cc2)cc1 (stereo unspecified),9,3,2,4.0,7,-13,5,-6,3
COC(=O)c1ccc(N2C(=O)c3cc(N4CCOCC4)c([N+](=O)[O-])cc3C2=O)cc1,7,4,-3,-0.7,-3,1,1,-2,2
COc1ccc(C(=O)N2CCCC(CO)(Cc3ccccc3C)C2)o1 (stereo unspecified),-11,-2,-6,-1.3,-1,3,0,2,3
CSC1=NSC2=NC(=O)/C(=C\c3ccc(OC(=O)c4ccco4)cc3)C(=N)N12,-12,5,-4,1.7,8,-14,-2,9,13
Cc1ccc(O)c(N=Nc2nccs2)c1,-9,-3,5,2.8,5,.,.,.,3

# Of the compounds above, these contain nitrogen in an aromatic ring.
SMILES,proCasp7 act,procasp3 activ,PAFAH2 FP inh,PP5 primary,PP1 inh,HCV core dimer,CTSL1 counter,TPT1 inhibitor,AHR activator
CC1CN(c2oc(-c3ccccc3Cl)nc2C#N)CC(C)O1 (stereo unspecified),4,1,3,0.1,0,-6,0,-8,5
Cc1ccc(O)c(N=Nc2nccs2)c1,-9,-3,5,2.8,5,.,.,.,3

# 4 successive compounds out of the list so far, for reference:
SMILES,proCasp7 act,procasp3 activ,PAFAH2 FP inh,PP5 primary,PP1 inh,HCV core dimer,CTSL1 counter,TPT1 inhibitor,AHR activator
CC1CN(c2oc(-c3ccccc3Cl)nc2C#N)CC(C)O1 (stereo unspecified),4,1,3,0.1,0,-6,0,-8,5
CN(C)c1ccc(NC(=O)COC(=O)c2cc(Cl)ccc2[N+](=O)[O-])cc1,-3,-11,13,3.6,5,-11,0,1,1
CCCOc1ccc(C(CC(=O)O)NC(=O)C(c2ccccc2)c2ccccc2)cc1 (stereo unspecified),4,9,1,0.9,-7,.,.,.,0
O=C(CN1C(=O)NC2(CCCC2)C1=O)NNC(=O)c1ccc(Cl)cc1,-2,9,-3,-2.1,-1,.,.,.,1

# (more compounds)
SMILES,proCasp7 act,procasp3 activ,PAFAH2 FP inh,PP5 primary,PP1 inh,HCV core dimer,CTSL1 counter,TPT1 inhibitor,AHR activator
CC(=O)c1ccc(NC(=O)C2CCCN2S(=O)(=O)c2ccc(C)cc2)cc1 (stereo unspecified),2,0,4,0.1,-2,0,-4,-1,0
O=C(CSc1ccccn1)N1CCCC(Nc2ccc(F)c(F)c2)C1 (stereo unspecified),0,-2,-4,1.9,1,-17,-3,-1,3
CCOC(=O)c1c(NC(=O)C2CC(Cl)=CCC2C(=O)O)sc2c1CC(C)(C)OC2 (stereo unspecified),-10,-6,2,3.2,4,10,1,-2,2
COC(=O)c1c(C)oc2c1cc(NS(=O)(=O)c1ccc(C(=O)O)cc1)c1ccccc12,0,2,7,0.6,5,25,-1,-1,26
COc1ccccc1NC(=O)Oc1ccc(NC(=O)c2ccco2)cc1,4,10,0,3.4,0,7,-1,-4,17
CCc1nc2ccccc2n(CCOCCOCCn2c(=O)c(CC)nc3ccccc32)c1=O,-1,5,5,2.8,-2,0,-3,2,5
Cn1cccc1/C=N\NC(=O)Cc1ccc(Br)c2ccccc12,0,6,5,2.5,3,2,2,12,2
CC1CCN(C(=O)CN2C(=O)C(=O)N(C)C2=O)c2ccccc2S1 (stereo unspecified),-8,4,2,4.7,-3,.,.,.,3
CCCn1c2c(c(O)c(C(=O)Nc3ccccc3)c1=O)CCCC2,5,14,2,0.6,-1,1,-2,-3,12
COc1ccc(Cl)cc1C(=O)NCCCN1CCOCC1,0,-4,-1,1.8,0,4,-2,3,4
O=C(Cn1cc2c(n1)CCCC2)Nc1cc(-c2cccc(Cl)c2)no1,9,9,-3,2.5,-1,7,4,4,-3
CCOC(=O)C1=C2N(C)c3ccccc3N2CCC1=O,-11,4,-1,0.3,0,-4,1,-4,0
CCOc1ccc(C(=O)Nc2ccc(C(=O)N3CCOCC3)cc2)c(OCC)c1,1,6,1,-1.6,-1,17,1,3,-6
O=C(Nc1nccs1)c1ccc(CSc2ccccc2)o1,-3,-3,0,1.5,0,-2,9,-1,29
Cc1[nH]nc2c1C(c1cccs1)C1=C(CC(C)(C)CC1=O)N2 (stereo unspecified),-1,-6,-1,0.0,0,-1,0,-2,-3
CC(C)(O)C(=O)NN(Cc1ccccc1)c1ccccc1,-6,17,7,1.8,1,-12,-5,-2,0
CCN(CC)CCCNC(=S)N(Cc1cccnc1)Cc1cc2cc(C)cc(C)c2[nH]c1=O,-9,-3,0,-3.6,0,-2,-2,0,5
COc1ccc(Nc2nc(-c3sc(C)nc3C)cs2)c(OC)c1,4,-16,9,-3.7,9,-24,0,-2,0
CC1CCC2C(=O)N(c3ccc(C(=O)NCc4ccccc4)cc3)C(=O)C2C1 (stereo unspecified),3,1,-2,2.8,1,-9,3,-1,-3
O=C(NCCc1ccccc1)C(=O)NCC1OCCCN1S(=O)(=O)c1ccc(F)cc1 (stereo unspecified),8,8,-5,-1.3,-3,8,4,-2,1
CCOC(=O)c1cc2sccc2n1Cc1ccccc1,5,-1,6,0.9,-2,-1,1,1,-3
N=c1oc2ccccc2cc1C(=O)N/N=C/c1ccccc1,-5,-8,-2,3.3,0,1,6,2,13
Cc1nn(C)cc1C(C(=O)NC1CCCCC1)N(C(=O)Cn1nnc2ccccc21)c1ccc(F)cc1 (stereo unspecified),2,-1,6,-2.9,1,-3,-1,-3,-1
COc1cc(NC(=O)c2c(F)cccc2F)nc(OC)n1,-4,-4,7,-0.6,-8,0,10,-4,15
ClCC1NCC(c2ccccc2Cl)c2c1[nH]c1ccccc21 (stereo unspecified),-6,-3,0,2.4,2,-4,0,89*,8
COc1ccccc1OCC(=O)Nc1ccc(S(=O)(=O)Nc2onc(C)c2C)cc1,2,1,-10,2.1,7,5,0,-2,-2
c1cncc(-c2nc(-c3ccco3)cs2)c1,-11,-14,3,3.0,-4,7,-3,1,13
CC1(CCC#N)N=C(SCCC#N)N(c2ccccc2)C1=O (stereo unspecified),11,4,7,-2.0,-3,0,-1,-1,-1
COc1cccc(NC(=O)C(=O)NCCCN2CCCC2=O)c1,7,3,4,-0.7,-6,-1,1,-3,7
N#CCC(=O)Nc1ccc(C(=O)NNC(=O)CCN2CCN(c3ccccc3)CC2)cc1,2,12,0,0.2,1,.,.,.,1
COc1cc2c(cc1OC)CN(Cc1ccc(OC)c(C)c1OC)CC2,-7,7,7,2.2,-6,4,-1,-3,-2
O=C(Cn1c(=O)oc2ccccc21)Nc1nc(-c2ccccc2)cs1,5,-4,1,-0.1,1,-7,0,-1,-7
Cc1cc(NC(=O)c2ccccc2Cl)no1,12,-4,4,-1.4,-4,1,2,1,0
O=C(CNC(=O)c1ccccc1)OCC(=O)c1c[nH]c2ccccc12,-12,1,9,.,.,.,.,.,21
Cc1nc(CCN2C(=O)c3ccccc3C2=O)n[nH]1,0,12,-4,2.1,4,-13,4,4,-4
COc1ccc(-c2cnc[nH]2)cc1,-7,0,-2,-0.7,-1,0,-2,1,2
O=C(Nc1ccccc1Cl)C1CCN(S(=O)(=O)c2cccc3nonc23)CC1,0,2,13,1.7,-1,-9,3,-1,1
Cc1ncc(C[n+]2csc(CCOC(=O)C34CC5CC(CC(C5)C3)C4)c2C)c(N)n1,0,2,9,-2.0,-5,-6,1,-4,-1
NC(=O)C[N+]1(CC#CC(O)(c2ccccc2)c2ccccc2)CCCC1,-3,-1,13,-0.1,-3,-12,1,-3,0
CCOC(=O)CN(c1cc([N+](=O)[O-])ccc1OC)S(C)(=O)=O,0,8,-2,-0.5,-1,-3,0,-6,1
O=C(COC(=O)c1cc([N+](=O)[O-])ccc1NCc1ccccc1Cl)NCC(F)(F)F,-12,-4,3,-3.9,-14,-5,-4,0,5
CC(Oc1cccc(Cl)c1)C(=O)N(C)CC(=O)Nc1ccc(N2CCOCC2)cc1 (stereo unspecified),0,2,9,1.3,0,-2,3,1,18
Cn1nc(C(=O)NCC(c2cccs2)N2CCOCC2)c2ccccc2c1=O (stereo unspecified),7,10,1,.,.,.,.,.,5
CC(=O)Nc1ccccc1C(=O)C(=O)Nc1ccccc1,-2,5,-1,2.3,-3,-11,-2,3,12
Cc1ccc(SCCC(=O)N2CCC(C(N)=O)CC2)cc1,-5,-1,-6,2.4,1,-12,-2,-3,0
O=C(N/N=C\c1cn[nH]c1-c1ccc(Cl)cc1)c1cccs1,1,2,-8,-2.5,6,2,5,-3,33
CC(Sc1nncn1-c1ccccc1)C(=O)Nc1cccc([N+](=O)[O-])c1 (stereo unspecified),-5,1,-1,2.3,0,4,-1,-1,5
CCc1cccc(NC(=O)C2CCCN(c3ncnc4c3nc3n4CCCCC3)C2)c1 (stereo unspecified),5,5,7,1.3,2,8,0,2,21
CC(C)(C)C(=O)N1CCN(c2nc3ccccc3o2)CC1,-1,-2,3,1.0,-3,-1,2,5,0
COc1ccc(OC)c(-c2csc(NC(=O)C3=NN(c4ccccc4)C(=O)CC3)n2)c1,6,6,-1,-4.8,0,19,1,0,16
Cc1ccccc1-n1c(=O)c(C#N)cc2c(=O)n3ccccc3nc21,-13,-16,-3,-1.4,-7,5,4,-1,-1
O=C(NNS(=O)(=O)c1cc(Cl)cc(Cl)c1)c1sccc1-n1cccc1,-4,0,6,0.2,-3,9,1,-6,35
O=Cc1ccc(-c2cccc(C(=O)O)c2)o1,-1,0,6,3.1,-3,-2,2,-1,2
O=C(CC(=O)N/N=C\c1ccc([N+](=O)[O-])cc1)NCCc1ccccc1,8,2,-1,-1.4,-6,2,0,-5,0
CN(C)c1ccc(P(=O)(OC2CCCCC2)C(O)c2cccnc2)cc1 (stereo unspecified),9,5,9,1.3,-2,-1,0,-2,-1
COc1cccc(C(=O)c2c(C)c(CCC#N)n3ccccc23)c1,-13,-10,12,-3.3,5,-1,1,-3,5
CCn1nc(C(=O)OCC(=O)N2CC(=O)Nc3ccccc32)c2ccccc2c1=O,4,2,-1,3.4,-1,3,-2,0,1
Cc1ccc(NC(=O)c2ccc(CSc3nnc(C)s3)cc2)cc1,11,-3,2,3.7,-3,-4,-2,-4,7
